Assay outcomes as filed in PubChem.
NPSR antag – neuropeptide S receptor (human) antagonism, cAMP; CHO-NPSR cells, cAMP TR-FRET, antagonist mode; Potency, µM (titrated, usually from 38.3 µM), for the others: at the top dose activity change, negative = inhibition, usual class: inhibitors; Q6W5P4; AID 1461; actives 1% (n = 220,000); also: potency is read from the fitted curve at half-maximal effect; % is scaled to controls: 0 for no effect and ±100 for the full control effect; nearly all actives have a fitted effect of over 50% in size; many of its hits are not listed in these tables
Target sequence (Q6W5P4 whole entry, looked up): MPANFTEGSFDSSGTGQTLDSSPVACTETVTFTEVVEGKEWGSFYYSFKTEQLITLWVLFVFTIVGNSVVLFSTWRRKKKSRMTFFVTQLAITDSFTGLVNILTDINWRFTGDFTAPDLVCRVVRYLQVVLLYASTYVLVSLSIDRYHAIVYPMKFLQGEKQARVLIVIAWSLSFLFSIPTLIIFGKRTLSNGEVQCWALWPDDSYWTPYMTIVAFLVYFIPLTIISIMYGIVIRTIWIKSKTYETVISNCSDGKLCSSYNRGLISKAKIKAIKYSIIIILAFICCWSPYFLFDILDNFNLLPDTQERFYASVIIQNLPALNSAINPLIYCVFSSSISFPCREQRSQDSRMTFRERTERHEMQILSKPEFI
TRb SRC2 PPI – TRbeta-SRC2 interaction inhibition; P10828; TRbeta-SRC2 peptide binding, fluorescence polarization; receptor liganded with 1 µM T3; Potency, µM (top dose mostly 106 µM), for the others: at the top dose activity change, negative = inhibition, usual class: inhibitors; actives 0.065% (n = 280,000);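 also: potency is read from the fitted curve at half-maximal effect; plate controls were bound peptide for no effect and peptide without receptor for full effect; nearly all actives have a fitted effect of over 50% in size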
Target sequence (P10828 whole entry, looked up): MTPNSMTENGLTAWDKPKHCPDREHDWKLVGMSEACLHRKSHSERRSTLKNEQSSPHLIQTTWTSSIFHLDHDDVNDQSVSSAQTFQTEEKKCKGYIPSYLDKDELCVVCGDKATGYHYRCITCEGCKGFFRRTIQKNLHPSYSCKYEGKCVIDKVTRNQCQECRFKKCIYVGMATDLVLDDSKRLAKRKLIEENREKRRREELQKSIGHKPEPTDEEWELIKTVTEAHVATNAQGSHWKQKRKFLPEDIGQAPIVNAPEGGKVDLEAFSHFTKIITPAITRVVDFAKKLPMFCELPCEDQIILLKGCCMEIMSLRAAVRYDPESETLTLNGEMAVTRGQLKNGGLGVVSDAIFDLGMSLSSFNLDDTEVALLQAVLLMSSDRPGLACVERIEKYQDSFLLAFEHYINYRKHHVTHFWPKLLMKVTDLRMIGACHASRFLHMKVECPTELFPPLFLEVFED
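Each compound concentration gave % activity, normalized to unbound and bound Texas Red SRC2 controls, from polarization read after 5 hr ambient incubation with T3-loaded human TRb LBD.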
Tau fluor counter – counter-screen for tau fibril formation inhibitors; tau K18 P301L Alexa594 fluorescence, heparin fibrillization; AID 1463; Potency, µM (highest dose often 57.7 µM), for the others: at the top dose activity change, negative = decrease; actives 0.93% (n = 280,000); also: potency is read from the fitted curve at half-maximal effect; % is scaled to controls: 0 for no effect and ±100 for the full control effect; nearly all actives have a fitted effect of over 55% in size
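Human tau K18 P301L (15 uM unlabeled, 0.24 uM Alexa 594-labeled) in 100 mM sodium acetate pH 7 with 20 uM heparin, 6 hr at 37 C. ThT 30 uM added, 1 hr ambient; Alexa 594 FP and total fluorescence read at 555/632 nm.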
GLA spleen mod – alpha-galactosidase A (human) modulation; actives 0.008% (n = 240,000); human spleen homogenate, 4MU-alpha-Gal fluorescence, 40 min; Potency, µM (highest dose often 80 µM), without a hit: at the highest dose activity change, negative = inhibition, most hits filed as inhibitors;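 also: potency is read from the fitted curve at half-maximal effect; 0% = enzyme with vehicle and -100% = no enzyme basal signal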
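qHTS titration in buffer at pH 5.0. Alpha-galactosidase activity in spleen homogenate was measured via 4-methylumbelliferone release from 1 mM fluorogenic substrate after 40 min at 37C and a pH 10 stop. AC50 came from Hill fits of control-normalized data.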
CBFb RUNX1 block – CBF-beta/RUNX1 interaction disruption | Q01196+Q13951 | AID 1477 | 230,000 tested, under 10 active | AlphaScreen CBFb-His/RUNX1-biotin binding, biochemical | Potency, µM (top dose mostly 59.8 µM), inactives show top-dose activity, negative = inhibition, most hits filed as inhibitors; also: % of control where 0% means no effect
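Room-temperature protein-protein interaction test with 30 nM each of His-tagged CBF-beta and biotinylated RUNX1, 15 min with compound, then 90 min with nickel plus streptavidin beads. Signal read in AlphaScreen mode.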
TR SRC2 fluor cs – counter-screen for TRb-SRC2 inhibitors: fluorescence interference; Potency, µM (series often up to 106 µM), for inactives: at the highest dose fluorescence change, negative = quenching; actives 0.29% (n = 280,000); TRb/SRC2 Texas Red total fluorescence interference; active = well fitted curve in either direction with a large enough effect; inconclusive = small, poorly fitted or top-dose-only effect; also: potency is read from the fitted curve at half-maximal effect; % is scaled to controls: 0 for no effect and ±100 for the full control effect
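Flags fluorescent or light-absorbing compounds by total fluorescence, S + 2P, at 555 nm excitation and 632 nm emission. Mixture: 20 nM Texas Red SRC2 peptide, 0.6 uM human TRb LBD, 1 uM T3, 5% DMSO; compound exposure 5 h at ambient temperature.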
Tau fibril FP – blocks human tau fibril formation measured by polarization | P10636 | K18 P301L tau heparin fibrillization, Alexa594 FP, 6 h | Potency, µM (titrated, usually from 57.7 µM), without a hit: top-dose activity, negative = inhibition, hits mostly inhibitors | actives 0.39% (n = 280,000) | AID 1468; also: potency is read from the fitted curve at half-maximal effect; % is scaled to controls: 0 for no effect and ±100 for the full control effect; nearly all actives have a fitted effect of over 55% in size
Target sequence (P10636 561-689 P618L limits assumed): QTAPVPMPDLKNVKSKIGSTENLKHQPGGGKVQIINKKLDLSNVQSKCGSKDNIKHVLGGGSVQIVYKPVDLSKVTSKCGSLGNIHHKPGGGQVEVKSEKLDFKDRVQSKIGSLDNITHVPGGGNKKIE
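K18 P301L tau (15 uM unlabeled/0.24 uM Alexa 594-labeled, final) + compound + heparin 20 uM final; 100 mM NaOAc pH 7; 6 hr 37 C; ThT 30 uM final added, 1 hr RT; FP ex 555/em 632 nm.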
Epigenetic reg – derepresses silenced GFP reporter in murine cells; murine LDR cells, GFP reporter derepression, 30 h; Potency, µM (doses to about 53.9 µM), inactives show at the highest dose GFP activation, hits mostly activators; actives 0.2% (n = 280,000); also: potency is read from the fitted curve at half-maximal effect; % of control where 0% means no effect; nearly all actives have a fitted effect of over 60% in size
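Readout is the number of GFP-expressing murine LDR cells, counted by cytometry following washing. Cells were treated with compound for 30 h at 37 C; the stably integrated CMV-GFP locus is normally silent.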
Numbers without * were called inactive; ? = inconclusive; / = no result given; [ ] = remark or other dose. Unless noted, calls follow the shape of the dose curve; as a rule, active = well fitted curve in the direction sought with a large enough effect; inconclusive = small, poorly fitted or top-dose-only effect, or another doubt; inactive = no such curve, though single readings can be large; an effect the other way counts as inactive or inconclusive. This is a subset. The share of hits here may be higher or lower than overall.

Start of the listing, in advance (2 entries):
| molecule | NPSR antag | TRb SRC2 PPI | Tau fluor counter | GLA spleen mod | CBFb RUNX1 block | TR SRC2 fluor cs | Tau fibril FP | Epigenetic reg |
| --- | --- | --- | --- | --- | --- | --- | --- | --- |
| CC(=O)Nc1ccc(S(=O)(=O)NCc2ccc3c(c2)CCN3C(C)=O)cc1 | / | -6% | 7% | / | / | 1% | 5% | 8.5% |
| O=C1C2CCCN2C(c2ccccc2)N1c1nccs1 (stereo unspecified) | 6%[46.1 µM] | -5% | -3% | -1% | 16% | -7% | 2% | -1.1% |

The whole of this part, repeating the preview:
| molecule | NPSR antag | TRb SRC2 PPI | Tau fluor counter | GLA spleen mod | CBFb RUNX1 block | TR SRC2 fluor cs | Tau fibril FP | Epigenetic reg |
| --- | --- | --- | --- | --- | --- | --- | --- | --- |
| CC(=O)Nc1ccc(S(=O)(=O)NCc2ccc3c(c2)CCN3C(C)=O)cc1 | / | -6% | 7% | / | / | 1% | 5% | 8.5% |
| O=C1C2CCCN2C(c2ccccc2)N1c1nccs1 (stereo unspecified) | 6%[46.1 µM] | -5% | -3% | -1% | 16% | -7% | 2% | -1.1% |
| Cc1cccc(Cc2nnc(CCC(=O)N(CC3CC3)CC3CCCO3)o2)c1 (stereo unspecified) | 1% | 0% | -5% | -7% | 3% | -3% | 2% | -1.1% |
| COc1ccc(S(=O)(=O)N2CCC(C(=O)NCCC3=CCCCC3)CC2)cc1OC | 2%[46.1 µM] | 1% | -6% | 11% | 5% | -1% | 1% | 0.7% |
| O=C(NNC(=O)c1cc2cc(Br)ccc2oc1=O)c1ccc(O)cc1O | -41% | 0% | ? | -2% | ? | -16% | 3% | -0.1% |
| Cc1nn(Cc2ccccc2)c(Cl)c1C(=O)NCCc1ccc(Cl)cc1 | -28% | 1% | 1% | -12% | 12% | -3% | 7% | 0.0% |
| CCOC(=O)N1CCC(NC(=O)c2cc3c(-c4ccc(OC)c(OC)c4)nn(C)c3s2)CC1 | -21%[46.1 µM] | -6% | -12% | -10% | 3% | -3% | 4% | 0.0% |
| O=C1CCCc2c1[nH]c1ccc(Cl)cc21 | -1%[46.1 µM] | -11% | -18% | 5% | 11% | -1% | -8% | -1.2% |
| CC(Oc1cccc2c1OC(C)(C)C2)C(=O)O (stereo unspecified) | -4%[46.1 µM] | 9% | -1% | 2% | 5% | 0% | -4% | 0.0% |
| CC(OC(=O)c1cc2sccc2n1C)C(=O)NCc1ccco1 (stereo unspecified) | 2%[46.1 µM] | 2% | -2% | 4% | -5% | -1% | 1% | 4.5% |
| COc1c2c(c(C(=O)/C=C/C(C)=C/c3ccccc3)c3c1OCO3)CCN(C)C2 | / | 2% | -6% | 0% | -3% | 0% | -11% | 0.0% |
| CN1C(=O)COc2ccc(C(=O)c3oc4ccccc4c3-c3cnc4c(c3)COc3ccccc3-4)cc21 | -12%[46.1 µM] | 2% | 0% | 26% | -1% | -1% | 6% | -0.8% |
| CCOC(=O)C1CCN(C(=O)Cn2nc(CC)n3c(cc4sccc43)c2=O)CC1 | / | 1% | 3% | / | / | 5% | 2% | 1.4% |
| O=C(NC1CC2CCCC(C1)N2C(=O)NC1CCCCC1)c1ccc(F)cc1 (stereo unspecified) | 2%[46.1 µM] | 7% | -2% | 7% | 2% | 1% | 2% | -9.6% |
| COC(=O)CSc1nc2ccc(NC(C)=O)cc2s1 | -11%[46.1 µM] | 0% | -12% | -3% | 6% | 0% | 1% | -1.0% |
| NS(=O)(=O)c1ccc2nc(NC(=O)C3CCCO3)sc2c1 (stereo unspecified) | 9% | -9% | -4% | -6% | -5% | 0% | -5% | -1.2% |
| O=C(CSc1nc(-c2cccs2)cc(C(F)(F)F)n1)Nc1cc(OCC(F)(F)F)cc([N+](=O)[O-])c1 | -32% | 7% | ? | -5% | -7% | -2% | -12% | ? |
| CC1(C)Cc2ccccc2-c2n[nH]c(=S)n21 | 2%[46.1 µM] | 1% | -16% | -4% | 0% | -1% | -9% | -7.2% |
| O=C(c1ncc[nH]1)c1ccccc1C(=O)N1CCOCC1 | 12%[46.1 µM] | 3% | 2% | 7% | -14% | 1% | 2% | 1.9% |
| Cc1ccc(-c2nnc(SC(C)C#N)n2N)cc1 (stereo unspecified) | 3%[46.1 µM] | 2% | -3% | 4% | 8% | -1% | 8% | 0.9% |
| Cc1oc(-c2ccc(Cl)cc2)nc1CN1CCCC(C(=O)NCc2cccnc2)C1 (stereo unspecified) | -19%[46.1 µM] | -7% | -8% | 3% | 2% | 2% | -1% | -0.9% |
| O=C(Cc1c(O)c2ccccc2[nH]c1=O)NCc1ccc(F)cc1 | -9%[46.1 µM] | 2% | 1% | -2% | 3% | -3% | -7% | 0.9% |
| CCc1ccc(Oc2cc(C)nc(N)n2)cc1 | -2% | -20% | 6% | 7% | 3% | -2% | 9% | -1.0% |
| COc1ccc(-c2onc(C)c2C)cc1S(=O)(=O)NCC(C)c1ccccc1 (stereo unspecified) | / | 5% | -27% | / | / | 0% | 0% | -2.0% |
| CC(=O)N1CCCc2cc(S(=O)(=O)N(C)CC(=O)Nc3cccc(Cl)c3C)ccc21 | / | 6% | -4% | / | / | -3% | -7% | 0.0% |
| Cc1ccc(C)c(C(=O)COC(=O)c2cccc(N3C(=O)c4c(C)nc5ccccc5c4C3=O)c2)c1 | 5% | 1% | -27% | 7% | -14% | 2% | 16% | -1.9% |
| COCc1c(C(=O)OCC(=O)N2c3ccccc3NC(=O)C2(C)C)oc2ccccc12 | -6%[46.1 µM] | 4% | -3% | -8% | 0% | -4% | -10% | 2.0% |
| O=Cc1ccc(-c2ccc([N+](=O)[O-])cc2Cl)o1 | -9% | -4% | -15% | -5% | -21% | -2% | 11% | 3.2% |
| Cc1ccccc1OCCNC(=O)c1ccc2ccccc2n1 | 5% | 4%[53 µM] | -2% | -1% | 25% | -2%[53 µM] | 2% | -1.3% |
| CCCCOC(=O)Nc1cccc(C(C)=O)c1 | -1%[46.1 µM] | 2% | -2% | 3% | 11% | -1% | -4% | 1.2% |
| Cc1ccc(C(=O)NCCSC2CCCCC2)cc1S(=O)(=O)Nc1ccccc1 | -22%[46.1 µM] | -3% | ? | 9% | 0% | 1% | ? | -4.2% |
| CC(C)OC(=O)CCCNc1ccc([N+](=O)[O-])cc1[N+](=O)[O-] | 5% | 7% | -15% | -1% | -6% | 0% | 2% | -1.0% |
| O=c1c2oc3ccccc3c2n(Cc2ccc(Cl)cc2)c(=O)n1Cc1ccco1 | / | -4% | -7% | / | / | -3% | -9% | 0.2% |
| COc1ccc(OC)c(NS(=O)(=O)c2ccc3c(c2)n(C)c(=O)n3C)c1 | -9%[46.1 µM] | -5% | -7% | 21% | -7% | 1% | 5% | 0.0% |
| CCOC(=O)N/N=C/c1cc(OC)c(O)c(OC)c1 | 10% | 1% | -7% | 8% | -2% | -5% | -5% | -2.9% |
| COc1ccc(-c2cc(=O)n3[nH]cnc3n2)cc1 | / | -2% | 4% | / | / | -3% | -5% | -0.2% |
| Cc1ccc(NCc2nnc(SCC(N)=O)n2CCc2ccccc2)cc1 | ? | -24% | -9% | 2% | 4% | 2% | 11% | -0.8% |
| Cc1c([C@H]2[C@@H](CC#N)C2(C)C)c2ccccc2n1C | -7%[46.1 µM] | -11% | -14% | 3% | -16% | -2% | 4% | 0.1% |
| Cc1cccc(N(C)C(=O)CS(=O)(=O)c2cccc3nsnc23)c1 | / | 0% | 0% | / | / | 1% | -4% | 0.0% |
| COc1ccc(CNC(=O)CSc2n[nH]c(-c3ccc(OC)cc3)n2)cc1 | / | 2% | 1% | / | / | -1% | 6% | -0.3% |
| CCOC(=O)c1sc2ncc([N+](=O)[O-])cc2c1N | -26% | 2% | -19% | 9% | -1% | -4% | 8% | -2.4% |
| CCOCCn1c(-c2ccccc2)nc2ccccc21 | 4% | 4% | -4% | -4% | 3% | 0% | 0% | -3.1% |
| COCCn1c(=O)[nH]c(=O)c2c1nc(-c1ccc(-c3ccc(Cl)cc3[N+](=O)[O-])o1)n2Cc1ccccc1 | -16% | 1% | -27% | -1% | ? | 3% | -2% | 2.2% |
| Cc1nn(CCCC(=O)Nc2cnn(Cc3ccc(F)cc3)c2)c(C)c1[N+](=O)[O-] | 1% | -5% | -10% | 4% | 8% | -1% | -1% | -0.5% |
| Cc1noc(NS(=O)(=O)c2ccc(NC(=O)CSc3nnc4c(n3)[nH]c3ccccc34)cc2)c1C | -8% | 8% | -5% | -5% | -5% | -4% | 3% | 0.0% |
| COc1cccc(CNC(=O)CSCc2cnn(-c3ccccc3)c2-n2cccc2)c1OC | -27%[46.1 µM] | -9% | -21% | 0% | -13% | -2% | 10% | 1.4% |
| CCOc1ccc(/C=C/C(=O)Nc2ccc(OC)cc2[N+](=O)[O-])cc1 | -7%[46.1 µM] | -1% | -7% | -6% | -8% | -1% | 13% | ? |
| Cc1ccccc1-c1nc(CN2CCC(C(=O)NCC3CCCO3)CC2)c(C)o1 (stereo unspecified) | 5%[46.1 µM] | 6% | -6% | -11% | -2% | 1% | 1% | -1.9% |
| CC(=O)N1CCCc2cc(S(=O)(=O)N3CCCC(C(=O)Nc4ccc(C)cc4C)C3)ccc21 (stereo unspecified) | / | -5% | -11% | / | / | -3% | 2% | 8.3% |
| CCOc1ccc(-c2nc(CCl)cs2)cc1 | -3% | 0% | -11% | 0% | 15% | -2% | 1% | -0.4% |
| CC(Oc1ccccc1F)C(=O)NN (stereo unspecified) | 4% | 3% | 3% | 3% | 7% | -4% | 0% | -2.0% |
| Cc1cc2c(cc1Cl)N(C(=O)Nc1ccnc3ccccc13)CC2 | -6%[46.1 µM] | 2% | -24% | 1% | -12% | 1% | -4% | 3.7% |
| Cc1ccc(Nc2ccc(C(=O)N3CCCC3)cn2)c(C)c1 | -12%[46.1 µM] | -5% | -2% | -3% | 4% | -7% | 6% | 0.1% |
| N#C/C(=C/c1cccc(C(F)(F)F)c1)c1nc(CCN2C(=O)c3ccccc3C2=O)cs1 | -16%[46.1 µM] | 5% | -25% | 9% | -1% | 3% | 3% | -1.1% |
| C=CCn1c(SCC(=O)O)nnc1-c1cccs1 | 3%[46.1 µM] | -5% | -2% | -2% | 0% | -4% | -1% | 0.0% |
| CCN(CC#CCC(O)(c1ccccc1)c1ccccc1)C(C)C | 10% | -2%[53 µM] | 5% | -2% | 5% | -1%[53 µM] | -4% | -1.3% |
